Bioassay records (PubChem BioAssay)
FUS yeast rescue: qHTS for Suppressors of FUS Proteinopathy: Primary screen using FUS-linked yeast assay | 0.24% of 390,000 active | S. cerevisiae FUS-expressing, growth rescue, OD600, 24 h | Potency, µM (doses to about 76.6 µM), without a hit: at the top dose growth rescue (activation), actives largely listed as activators | AID 1347120, 2019;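 further: plate controls were DMSO vehicle for no effect and reference control for full effect; nearly all actives have a fitted effect of over 55% in size; some results filed as inactive show a strong effect at the top dose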
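Compound concentration series was pinned onto galactose-induced FUS-expressing yeast seeded at OD 0.005. Plates sat 24hr at 30C; absorbance at 600 nm gave growth. DMSO served as background control.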
EPAC1 antag: qHTS for Antagonist of cAMP-regulated guanine nucleotide exchange factor 3 (EPAC1): primary screen. Rap guanine nucleotide exchange factor 3 (Homo sapiens), O95398. Potency, µM (series often up to 115 µM), inactives show at the top dose activity change, negative = inhibition, actives largely listed as inhibitors. EPAC1 GEF assay, Rap1b-BODIPY-GDP exchange fluorescence. 0.14% of 360,000 active;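 further: plate controls were vehicle for no effect and positive control for full effect; nearly all actives have a fitted effect of over 50% in size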
EPAC2 antag: qHTS for Antagonist of cAMP-regulated guanine nucleotide exchange factor 2 (EPAC2): primary screen; Rap guanine nucleotide exchange factor 4 (Homo sapiens), Q8WZA2; EPAC2 GEF exchange of Rap1B-BODIPY-GDP, fluorescence; Potency, µM (titrated, usually from 114 µM), inactives show at the highest dose activity, negative = inhibition, hits mostly inhibitors; 0.18% of 360,000 active; AID 720708, 2013; further: on the % scale 0 is the no-effect control and ±100 the full control effect; nearly all actives have a fitted effect of over 45% in size; many of its hits are not listed in these tables
Target sequence (Q8WZA2 whole entry, looked up): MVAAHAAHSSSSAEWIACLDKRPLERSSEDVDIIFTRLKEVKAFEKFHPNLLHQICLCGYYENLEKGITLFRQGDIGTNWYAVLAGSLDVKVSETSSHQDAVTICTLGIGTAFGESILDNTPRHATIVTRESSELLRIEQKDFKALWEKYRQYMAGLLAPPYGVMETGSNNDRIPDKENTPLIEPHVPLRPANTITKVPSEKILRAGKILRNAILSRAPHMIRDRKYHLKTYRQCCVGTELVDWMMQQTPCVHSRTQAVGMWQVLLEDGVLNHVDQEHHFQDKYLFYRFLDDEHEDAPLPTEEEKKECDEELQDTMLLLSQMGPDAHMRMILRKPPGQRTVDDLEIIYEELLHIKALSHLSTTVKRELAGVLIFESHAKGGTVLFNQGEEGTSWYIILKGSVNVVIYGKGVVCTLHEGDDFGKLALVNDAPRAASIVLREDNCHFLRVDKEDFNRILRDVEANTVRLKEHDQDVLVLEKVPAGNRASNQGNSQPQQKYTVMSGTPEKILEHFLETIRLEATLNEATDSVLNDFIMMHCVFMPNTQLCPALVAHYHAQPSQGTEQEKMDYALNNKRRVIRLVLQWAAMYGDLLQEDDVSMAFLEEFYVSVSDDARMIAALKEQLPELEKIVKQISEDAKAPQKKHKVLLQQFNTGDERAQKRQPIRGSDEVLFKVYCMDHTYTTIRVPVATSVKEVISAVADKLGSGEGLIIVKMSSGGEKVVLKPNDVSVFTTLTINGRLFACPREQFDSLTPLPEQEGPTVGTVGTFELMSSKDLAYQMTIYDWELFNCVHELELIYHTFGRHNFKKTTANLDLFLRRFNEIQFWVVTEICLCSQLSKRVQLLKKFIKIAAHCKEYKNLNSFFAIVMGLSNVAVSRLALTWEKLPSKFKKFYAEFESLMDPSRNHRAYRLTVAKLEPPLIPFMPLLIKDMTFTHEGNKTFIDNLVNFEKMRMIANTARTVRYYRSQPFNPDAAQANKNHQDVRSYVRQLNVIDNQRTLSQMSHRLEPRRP
TDP43 rescue: qHTS of TDP-43 Inhibitors; TDP-43 expressing yeast growth rescue, BacTiter-Glo, 24 h; Potency, µM (titrated, usually from 46.1 µM), inactives show top-dose growth rescue (activation), hits mostly activators; 1.8% of 410,000 active; further: % of control where 0% means no effect; nearly all actives have a fitted effect of over 50% in size
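Galactose-induced TDP-43 yeast, OD600=0.02, compound pinned; 24 hr, 30 deg C; BacTiter-Glo luminescence for growth. Inhibitors of TDP-43 toxicity read as activators.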
EPAC1 ag: qHTS for Agonist of cAMP-regulated guanine nucleotide exchange factor 3 (EPAC1): primary screen | EPAC1 agonist qHTS, biochemical assay; response scale: 100% = response to 6.5 mM cAMP | 0.073% of 360,000 active | Rap guanine nucleotide exchange factor 3 (Homo sapiens), O95398 | Potency, µM (top dose mostly 154 µM), without a hit: at the top dose activation, hits mostly activators; further: nearly all actives have a fitted effect of over 60% in size
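Nucleotide exchange assay: 100 nM EPAC1 with 250 nM Rap1B loaded with BODIPY-GDP and 50 uM GDP, room temperature. Fluorescence (480/540 nm) read every 5 min for 30 min; signal change normalized to 6.5 mM cAMP as full agonist.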
EPAC2 ag: qHTS for Agonist of cAMP-regulated guanine nucleotide exchange factor 4 (EPAC2): primary screen | AID 720711, 2013 | Potency, µM (top dose mostly 154 µM), for the others: at the top dose activation, most hits filed as activators | 0.079% of 360,000 active | EPAC2 activation, biochemical qHTS; response scale: 100% = 6.5 mM cAMP response | Rap guanine nucleotide exchange factor 4 (Homo sapiens), Q8WZA2; further: nearly all actives have a fitted effect of over 50% in size
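Exchange assay: 100 nM EPAC2 with 250 nM Rap1B-BODIPY-GDP and 50 uM GDP. Fluorescence (ex 480/em 540 nm) read every 5 min for 30 min at room temperature. Data normalized to 6.5 mM cAMP as agonist control.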
aSyn rescue: qHTS of alpha-syn Inhibitors; Yeast expressing alpha-synuclein, growth rescue, BacTiter-Glo, 24 h; Potency, µM (highest dose often 46.1 µM), without a hit: at the highest dose growth rescue (activation), actives largely listed as activators; 0.14% of 370,000 active; further: % of control where 0% means no effect; nearly all actives have a fitted effect of over 65% in size
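Screening used galactose-induced yeast with toxic alpha-synuclein levels, exposed to compound for 24 hr at 30 deg C. Cell growth, read with BacTiter-Glo luminescence, gave the measured signal.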
PTHR1 ag: qHTS for PTHR1 Agonists: Primary Screen. AID 743266, 2014. 0.075% of 410,000 active. Parathyroid hormone/parathyroid hormone-related peptide receptor (Homo sapiens), Q03431. Potency, µM (doses to about 115 µM), without a hit: at the highest dose activation, most hits filed as activators. HEK293 GP2 PTHR1 cells, GloSensor cAMP luminescence, 1 h; further: nearly all actives have a fitted effect of over 55% in size; some results filed as inactive show a strong effect at the top dose; inactives centre near -15; many of its hits are not listed in these tables
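HEK-293-derived GP2 cells expressing PTHR1 and a GloSensor cAMP reporter, 3,000/well, plated overnight, given luciferin plus IBMX (each 0.5 mM as added) for 1 h at 37 °C, then compound for 1 h at 37 °C. Luminescence was read after 15 min at room temperature.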
Active calls of the source: *; i = inactive; ? = inconclusive; · = no result given; [ ] = dose if it differs, or a comment. The call rests on the fitted dose curve; in most records, active means well fitted curve in the direction sought with a large enough effect; inconclusive means small, poorly fitted or top-dose-only effect, or another doubt; inactive means no such curve, though single readings can be large; an effect the other way counts as inactive or inconclusive. Potency means the concentration at half of the fitted maximal effect.

canonical_smiles,FUS yeast rescue,EPAC1 antag,EPAC2 antag,TDP43 rescue,EPAC1 ag,EPAC2 ag,aSyn rescue,PTHR1 ag
COc1ccc(NC(=O)c2nnn(CC(=O)Nc3ccccc3OC)c2N)c(OC)c1,17.3%,2.3%,3.7%,11.0%,2.0%,0.3%,-4.5%,i
COC(=O)C(C)N(C#N)c1nc(NC(C)C)nc(SC)n1 (stereo not drawn),-13.2%,-9.0%,2.1%,-4.2%,8.3%,13.3%,-12.8%,i
COc1ccc(C(=O)N/C(=C\c2ccc3c(c2)OCO3)C(=O)N2CCOCC2)cc1,16.3%,3.8%,7.3%,-8.9%,1.2%,1.4%,16.0%,i
CC(C)COc1ccc(C(=O)N/C(=C\c2cccc([N+](=O)[O-])c2)C(=O)OC(C)C)cc1,-2.4%,-2.4%,4.7%,-2.9%,-13.3%,-1.5%,-12.2%,-26.4%[57.5 µM]
CCc1ccc2nc(NC(=O)CN3C(=O)NC4(CCCC4)C3=O)sc2c1,2.1%,-28.3%,-20.7%,-19.1%,-3.7%,4.5%,-1.6%,-15.7%
O=C(N/N=C\c1ccncc1)c1ccccc1O,17.4%,-8.3%,1.0%,-10.0%,11.5%,4.3%,-2.3%,-8.6%
O=C(CN1C(=O)NC2(CCCC2)C1=O)Nc1nc2ccccc2[nH]1,·,-12.8%,2.0%,3.1%,-14.9%,9.6%,-0.3%,i
Cn1c(=O)c2[nH]c(NN=Cc3ccccc3)nc2n(C)c1=O,6.4%,-28.9%,17.3%,-13.1%,5.5%,10.5%,-1.4%,-3.2%
COCCSc1nnc(NC(=O)c2ccc(NC(=O)C(C)C)cc2)s1,-36.2%,?,-6.7%,5.8%,-0.2%,-1.6%,?,i
COc1ccc(CN(C)C(=O)c2cccc(NS(=O)(=O)c3ccccc3)c2)cc1F,25.1%,-11.1%,-6.1%,-17.0%,-1.9%,13.4%,-1.8%,7.4%
Cc1ccc(S(=O)(=O)N(C)CC(=O)N2CCCCCC2)cc1,-15.2%,1.8%,4.1%,12.7%,2.2%,-2.0%,5.9%,-4.1%
COC(=O)c1c(NC(=O)COC(=O)CCNS(=O)(=O)c2ccc(NC(C)=O)cc2)sc(C)c1C,15.9%,-7.0%,-4.7%,15.0%,3.0%,0.3%,8.4%,-4.2%
COCCCn1c(=O)c2sccc2n(Cc2ccc(C)cc2)c1=O,-12.0%,7.7%,-26.0%,13.8%,1.1%,3.7%,2.1%,i
COc1ccc(Cn2c(O)c(C=Nc3ccc(O)cc3)c3ccccc3c2=O)cc1,·,20.3%,13.6%,-22.3%,5.8%,-4.6%,20.1%,-2.6%
N#CC1=C(S)N(c2ccccc2)C(c2ccc(-c3cc(Cl)ccc3Cl)o2)NC1=O (stereo not drawn),-4.0%,1.3%,-26.7%,27.2%,4.3%,1.1%,-0.6%,i
CCCn1c2ccccc2c2cnn(CC(=O)N3CCOCC3)c(=O)c21,-9.3%,-17.9%,-18.2%,-4.7%,3.5%,0.4%,0.0%,i
O=C(O)C/C=C(/NC(=O)OCc1ccccc1)C(=O)OCc1ccccc1,6.0%,-15.9%,-3.2%,-5.8%[1.82 µM],8.9%,0.5%,3.4%,-17.2%
CC(=O)NC(CCS(C)(=O)=O)C(=O)Nc1nccs1 (stereo not drawn),5.8%,17.3%,3.5%,-14.9%,-10.5%,2.0%,1.1%,i
COc1cc(C2C3=C(CC(c4ccco4)CC3=O)Nc3ccccc3N2C(C)=O)cc(OC)c1OC (stereo not drawn),24.8%,-1.4%,-19.0%,0.7%,0.1%,-82.9%[inhibitor][15.6 µM],-1.9%,-18.7%[57.5 µM]
Cc1ccc(NC(=O)C2SC(=Nc3ccccc3)C(C(=O)Nc3ccc(Cl)cc3)=C2N)cc1 (stereo not drawn),13.4%,-10.2%,3.4%,27.9%,8.5%,-2.9%,6.6%,i
CCn1c(O)c(N=NC(=O)c2cccc(S(=O)(=O)N3CCCCC3)c2)c2ccccc21,·,-28.1%,13.3%,23.7%,-2.5%,9.6%,0.8%,-17.6%
COc1cc2c(cc1NC(=O)c1cncc(Br)c1)oc1ccccc12,13.7%,-7.3%,3.1%,-4.3%,24.2%,8.6%,0.5%,i
CCOC(=O)N1CCC(NC(=O)c2cnn(-c3ccc(F)cc3)c2-n2cccc2)CC1,4.2%,·,·,22.2%,·,·,6.0%,i
Cc1ccc(S(=O)(=O)N2CCN(C(=O)COC(=O)COc3cccc(C(F)(F)F)c3)CC2)c(C)c1,36.4%,?,-11.4%,18.3%,-2.8%,0.2%,2.6%,-6.8%
COCCNC(=O)C1(C)Cc2c(-c3cccc(C(N)=O)c3)ccnc2O1 (stereo not drawn),-34.9%,12.3%,22.0%,29.4%,-12.2%,2.9%,-1.1%,-20.5%

One compound at a time, from the list above.
CC(=O)NC(CCS(C)(=O)=O)C(=O)Nc1nccs1 (stereo not drawn) reads FUS yeast rescue: 5.8%; EPAC1 antag: 17.3%; EPAC2 antag: 3.5%; TDP43 rescue: -14.9%; EPAC1 ag: -10.5%; EPAC2 ag: 2.0%; aSyn rescue: 1.1%; PTHR1 ag: i
Cn1c(=O)c2[nH]c(NN=Cc3ccccc3)nc2n(C)c1=O reads FUS yeast rescue: 6.4%; EPAC1 antag: -28.9%; EPAC2 antag: 17.3%; TDP43 rescue: -13.1%; EPAC1 ag: 5.5%; EPAC2 ag: 10.5%; aSyn rescue: -1.4%; PTHR1 ag: -3.2%

Later entries
canonical_smiles,FUS yeast rescue,EPAC1 antag,EPAC2 antag,TDP43 rescue,EPAC1 ag,EPAC2 ag,aSyn rescue,PTHR1 ag
O=C(Nc1ccnc(-c2cccnc2)n1)c1ccccc1Cl,-15.6%,4.1%,-0.4%,?,-1.4%,-3.9%,9.8%,i
Cc1cccc(NC(=O)C2(C)CC3c4ccccc4C2c2ccccc23)c1 (stereo not drawn),-24.7%,14.0%,-8.1%[57.1 µM],0.7%,-5.3%,-6.2%,-0.6%,i
NS(=O)(=O)c1cccc(NC(=O)COC(=O)C2CCCCC2)c1,-3.9%,-5.5%,11.3%,-11.4%,-3.0%,0.9%,-0.6%,i
CC(OCC(O)CN1CCCCC1CCO)c1ccc(Cl)cc1 (stereo not drawn),1.5%,-7.6%,17.8%,16.2%,-1.1%,-0.4%,5.2%,i
COC(=O)C1=C(C)NC(=O)CC1c1ccccc1OC (stereo not drawn),7.4%,-5.8%,4.5%,-11.4%,7.1%,1.5%,1.0%,i
COc1ccc(CC(=O)O/N=C(\N)Cc2cccc3ccccc23)cc1,7.4%,-8.4%,6.0%,9.6%,12.8%,1.7%,-32.2%[inhibitor],-17.7%
COc1ccccc1-c1nnc(SCC(=O)Nc2ccc3[nH]c(=O)[nH]c3c2)n1N,-10.9%,-4.4%,-2.7%,18.0%,-11.1%,-1.7%,0.1%,11.1%
O=C(CSc1nnc(Nc2ccccc2)s1)NCC1CCCO1 (stereo not drawn),-13.5%,-0.3%,-1.0%,4.8%,10.9%,4.7%,-9.6%,i
O=C(CSc1ccc2nnc(-c3ccccn3)n2n1)Nc1cccc(F)c1,·,-22.2%,-3.9%,21.5%,3.1%,0.1%,-0.4%,-1.6%
O=C(O)c1ccc(N/N=C/c2cc3cc4c(cc3nc2Cl)OCCO4)cc1,21.3%,-24.5%,-29.2%,-12.5%,5.4%,8.2%,-6.8%,-27.9%
C#C[C@]1(O)CCC2C3CCC4=CC(=O)CC[C@@H]4C3CC[C@@]21C (stereo partly drawn),-38.8%,9.4%,8.0%,0.0%,-22.3%,1.7%,1.4%,-15.5%
CC(=O)C1=NOC(CNc2ncc(C(F)(F)F)cc2Cl)C1 (stereo not drawn),-27.8%,-0.4%,1.2%,8.4%,-10.8%,-1.9%,-0.6%,-2.3%
O=C(COC(=O)C1=COCCO1)Nc1ccc(Br)cc1Br,·,5.3%,6.7%,14.0%,-0.4%,2.2%,-3.4%,i
CCOc1ccc(C2C(C(=O)c3cccs3)=C(O)C(=O)N2Cc2cccnc2)cc1 (stereo not drawn),20.3%,-13.9%,-3.4%,-6.3%,-0.9%,12.6%,-10.6%,i
CC1c2ccsc2CCN1C(=O)NC(=O)c1ccc(Cl)cc1 (stereo not drawn),-1.1%,15.0%,5.0%,19.3%,-4.6%,3.3%,-1.4%,-3.1%
CCOC(=O)c1cc2c(ccn2C)n1Cc1ccccc1Cl,10.3%,-13.2%,?,13.2%,-3.4%,3.5%,0.7%,-15.3%
CCOC(=O)C1CCCN(C(=S)Nc2cccc(Cl)c2C)C1 (stereo not drawn),28.0%,-17.9%,-8.2%,22.9%,-3.6%,5.6%,2.5%,i
CCCC(=O)Nc1cccc(NC(=O)c2ccc([N+](=O)[O-])cc2Cl)c1,·,-18.0%,17.0%,14.7%,0.1%,6.4%,0.2%,-22.0%
CCOC(=O)C(=O)N(C)c1c(CC)nc2c(OCc3cccc(OC)c3)cccn12,-5.0%,-3.5%,-12.4%,8.6%,10.5%,13.8%,-8.1%,i
CC1=CC(C)C2(CO)COC(c3ccc(O)cc3)C1C2C (stereo not drawn),23.0%,11.2%,-6.4%,1.0%,0.7%,2.9%,14.6%,i
O=C(O)c1cccc(N/N=C/c2cccc3ccccc23)c1,9.2%,?,-6.5%,?,-3.5%,1.3%,10.5%,-25.6%
COc1cc2c(C(F)(F)F)c(-c3ccsc3)oc(=O)c2cc1OC,2.5%,-19.6%,-16.9%,-7.4%,-12.7%,9.8%,-3.9%,-2.1%
O=[N+]([O-])c1cc(-c2ccc(/C=N/n3cnnc3)o2)ccc1Cl,-15.2%,4.0%,13.8%,?,3.1%,-2.2%,5.7%,-7.3%

In the list so far, these contain bromine:
canonical_smiles,FUS yeast rescue,EPAC1 antag,EPAC2 antag,TDP43 rescue,EPAC1 ag,EPAC2 ag,aSyn rescue,PTHR1 ag
COc1cc2c(cc1NC(=O)c1cncc(Br)c1)oc1ccccc12,13.7%,-7.3%,3.1%,-4.3%,24.2%,8.6%,0.5%,i
O=C(COC(=O)C1=COCCO1)Nc1ccc(Br)cc1Br,·,5.3%,6.7%,14.0%,-0.4%,2.2%,-3.4%,i

An excerpt. The share of hits here may be higher or lower than overall.
